sPLA2-III inh: human group III sPLA2 inhibitors, primary screen, biochemical, QFRET, BODIPY PC-A2 liposome substrate | AID 743126, 2013 | 370,000 compounds, 0.56% hits | inhibition, % at 12.2 µM | QFRET BODIPY PC-A2 liposome hydrolysis, fluorescence;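 active = inhibition above mean plus 3 SD of compounds lying within the high and low control bounds, cut at about 19% in these data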;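 also: 0% = median of test compound wells and 100% = no enzyme DMSO wells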
DAX1 inh-1: DAX1 (NR0B1) inhibitors on StAR promoter, primary screen, cell-based, luminescence, SF-1 (NR5A1), full-length DAX-1; HEK293T StAR-luciferase reporter, SF-1/DAX-1 repression relief; inhibition, % at 6.8 µM; 370,000 compounds, 1.1% hits; AID 652010, 2013;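 active = inhibition above the mean over all tested compounds plus 3 SD, cut at about 3.6% in these data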;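 also: 0% = DAX-1 cells with DMSO and 100% = cells lacking DAX-1 with DMSO; higher inhibition means more luminescence from relief of DAX-1 repression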
hcDAF-12 act: H. contortus DAF-12 nuclear receptor activators, primary screen, cell-based, luminescence, HEK293, lit1-tk-luc reporter. 370,000 compounds, 1.4% hits. HEK293 hcDAF-12 lit1-tk-luc reporter; 0% DMSO, 100% Δ7-dafachronic acid. activation, % at 6.8 µM;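 active = activation above the mean of all tested compounds plus 3 SD, cut at about 5.5% in these data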;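 also: 100% = response to 3 µM Δ7-dafachronic acid high control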
hgDAF-12 ag: H. glycines DAF-12 receptor agonists, primary screen, cell-based, luminescence, HEK293, GAL4 fusion, UAS-luciferase; Nuclear hormone receptor DAF-12 (Heterodera glycines), GAL4 fusion; HEK293 GAL4-hgDAF12 UAS-luciferase reporter, agonist luminescence; normalized to butyrate control; activation, % at 6.8 µM; 370,000 compounds, 1.8% hits;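 active = activation above a cutoff set at the mean of all screened compounds plus 3 SD, cut at about 10% in these data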;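 also: 0% = DMSO wells and 100% = sodium butyrate wells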
GAA850 FXN act: FXN promoter activators, primary screen, cell-based, luciferase luminescence, HEK293 lucGAA850; AID 540364, 2011; 360,000 compounds, 0.56% hits; activation, % at 6 µM; HEK293 lucGAA850 FXN promoter luciferase reporter, 24 h; percent of 10 µM SAHA response;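 active = activation above the average of all compounds screened plus 3 SD, cutoff fixed separately per campaign, cut at about 7.5% in these data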;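 also: 0% = DMSO wells and 100% = 10 µM SAHA wells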
ADAM17 inh: ADAM17 inhibitors, primary screen, biochemical, QFRET; Disintegrin and metalloproteinase domain-containing protein 17 (Homo sapiens), P78536; recombinant ADAM17, EDANS/DABCYL FRET peptide cleavage; inhibition, % at 6.95 µM; 370,000 compounds, 0.83% hits; AID 720648, 2013;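 active = inhibition above the mean of compounds lying between control limits plus 3 SD, set per campaign, cut at about 8.5% in these data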;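 also: 0% = DMSO-only wells as the low control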
DAX1 inh-2: DAX1 (NR0B1) inhibitors, primary screen, cell-based, HEK293, Gal4-DAX1, luciferase luminescence; Nuclear receptor subfamily 0 group B member 1 (Homo sapiens), P51843; HEK293 Gal4-DAX1 luciferase reporter; inhibition, % at 6.75 µM; 340,000 compounds, 0.99% hits; AID 504766, 2011;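 active = inhibition above the mean over all tested compounds plus 3 SD, cut at about 4.2% in these data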;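 also: 0% = DAX1-transfected cells with DMSO and 100% = empty-vector control cells with DMSO; inhibition shows as a rise in luminescence from relieved DAX1 repression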
PLC-beta3 inh: human PLC-beta3 inhibitors, primary screen, biochemical, fluorescence; inhibition, % at 12.2 µM; 370,000 compounds, 0.18% hits; Purified PLC-beta3, fluorogenic substrate; 1-phosphatidylinositol 4,5-bisphosphate phosphodiesterase beta-3 (Homo sapiens), Q01970; in the data active = inhibition above about 11%;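 also: 0% = median of compound wells on plate and 100% = full blocker control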
Target sequence (Q01970 whole entry, looked up): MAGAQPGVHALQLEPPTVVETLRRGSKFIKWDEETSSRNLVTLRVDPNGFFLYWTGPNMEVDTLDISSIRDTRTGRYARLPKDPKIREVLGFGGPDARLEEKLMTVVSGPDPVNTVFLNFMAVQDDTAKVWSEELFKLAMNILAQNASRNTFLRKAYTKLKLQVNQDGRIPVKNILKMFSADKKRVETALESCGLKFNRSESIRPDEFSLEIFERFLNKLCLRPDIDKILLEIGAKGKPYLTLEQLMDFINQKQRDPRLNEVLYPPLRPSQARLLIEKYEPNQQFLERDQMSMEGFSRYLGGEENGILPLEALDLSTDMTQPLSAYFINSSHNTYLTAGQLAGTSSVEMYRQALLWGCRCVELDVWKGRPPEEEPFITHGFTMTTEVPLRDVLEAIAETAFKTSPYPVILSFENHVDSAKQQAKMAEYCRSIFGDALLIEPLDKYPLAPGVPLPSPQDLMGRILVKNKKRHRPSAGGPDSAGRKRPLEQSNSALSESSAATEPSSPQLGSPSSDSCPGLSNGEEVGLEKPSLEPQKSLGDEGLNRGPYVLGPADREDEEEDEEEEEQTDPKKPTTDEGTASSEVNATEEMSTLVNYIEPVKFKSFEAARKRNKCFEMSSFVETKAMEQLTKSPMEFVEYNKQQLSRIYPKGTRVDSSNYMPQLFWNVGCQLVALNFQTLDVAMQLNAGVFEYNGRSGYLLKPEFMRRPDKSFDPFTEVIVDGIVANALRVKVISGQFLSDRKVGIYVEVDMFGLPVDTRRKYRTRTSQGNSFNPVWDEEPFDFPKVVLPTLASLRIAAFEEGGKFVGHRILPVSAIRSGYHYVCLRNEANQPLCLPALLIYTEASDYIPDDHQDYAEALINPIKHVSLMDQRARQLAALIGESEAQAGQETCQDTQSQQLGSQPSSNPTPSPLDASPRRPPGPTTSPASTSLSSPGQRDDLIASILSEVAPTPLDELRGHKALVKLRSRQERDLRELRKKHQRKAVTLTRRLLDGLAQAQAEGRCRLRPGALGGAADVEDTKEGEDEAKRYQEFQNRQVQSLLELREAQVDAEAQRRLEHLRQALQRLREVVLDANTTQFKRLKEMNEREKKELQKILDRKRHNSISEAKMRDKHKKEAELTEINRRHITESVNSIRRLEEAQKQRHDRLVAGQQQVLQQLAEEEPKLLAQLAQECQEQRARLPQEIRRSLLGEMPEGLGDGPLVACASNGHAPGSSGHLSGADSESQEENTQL
ssDAF12 agonist: S. stercoralis DAF-12 nuclear receptor activators, primary screen, cell-based, luminescence, HEK293, GRIP1 co-expression, lit1-tk-luc; activation, % at 6.8 µM; Nuclear hormone receptor DAF-12 (Strongyloides stercoralis); HEK293 ssDAF-12/GRIP1 lit1-tk-luc reporter; % of 3 µM dafachronic acid response; 370,000 compounds, 1% hits; AID 652126, 2013;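 active = activation above the mean over all tested compounds plus 3 SD, cut at about 0.9% in these data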;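 also: 0% = DMSO-only wells and 100% = 3 µM delta7-dafachronic acid wells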
ADAM10 inh: human ADAM10 inhibitors, primary screen, biochemical, QFRET, HTS; 370,000 compounds, 0.62% hits; Disintegrin and metalloproteinase domain-containing protein 10 (Homo sapiens), O14672; recombinant ADAM10, EDANS/DABCYL FRET peptide cleavage, 3 h; inhibition, % at 7 µM;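 active = inhibition above a per-campaign cutoff equal to the mean of compounds falling between control-based bounds plus 3 SD, cut at about 20% in these data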;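 also: 0% = DMSO wells while the 100% control is not disclosed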
PLCg1 inh: PLC-gamma1 enzyme inhibitors, primary screen, biochemical, fluorescence, purified enzyme. 1-phosphatidylinositol 4,5-bisphosphate phosphodiesterase gamma-1 (Homo sapiens), P19174. fluorogenic substrate. inhibition, % at 12.2 µM. 370,000 compounds, 0.84% hits; in the data active = inhibition above about 9.5%
* hit, by the source's call; i = inactive; x = not tested or not shown.

structure	sPLA2-III inh	DAX1 inh-1	hcDAF-12 act	hgDAF-12 ag	GAA850 FXN act	ADAM17 inh	DAX1 inh-2	PLC-beta3 inh	ssDAF12 agonist	ADAM10 inh	PLCg1 inh
Cc1nc(N2CCN(C(=O)C3CC3)CC2)c2c3c(sc2n1)CC(C)CC3 (centres undefined)	5	x	-3.3	-5.1	x	-6	x	-1	-2.1	-42	0
Cc1c(CCC(=O)NCCCN2CCCC2=O)c(=O)oc2c(C)c(O)ccc12	6	1.0	0.5	3.8	0.8	i	-1.0	i	-1.2	i	i
Brc1ccc(-c2nnc(-c3cccnc3)o2)cc1	5	1.6	0.2	4.7	4.3	-2	3.4	1	-1.4	7	4
Cc1onc(-c2c(F)cccc2Cl)c1C(=O)NNC(=O)C1CCN(Cc2ccccc2)CC1	-7	0.5	0.1	-1.2	1.9	-1	2.5	1	-0.4	2	2
COc1ccc(CCC(=O)N2c3ccccc3N=C(c3ccc(C(F)(F)F)cc3)C2C(=O)NC(C)(C)C)cc1 (centres undefined)	4	1.8	2.5	4.2	x	-7	x	-178	-0.8	-29	-199
C/C(Cl)=C/Cn1c(NCCN(C)C)nc2c1c(=O)n(C)c(=O)n2C	9	-0.2	1.6	-0.7	-3.1	2	0.9	4	-1.1	8	6
COc1ccccc1N1CCN(CC(=O)Nc2c(C)n(C)n(-c3ccccc3)c2=O)CC1	3	0.5	-0.3	-2.4	1.7	-3	1.2	5	-1.0	10	4
COCCNCCCCOc1c(Cl)cc(C)cc1Br	7	-0.1	-1.6	0.9	-2.9	-3	1.4	3	-1.7	-8	3
CCn1ccnc1CN(C)Cc1nc(-c2ccc(C(=O)OC)cc2)no1	5	-0.5	-0.4	1.9	1.0	-5	0.6	-9	-1.3	2	1
O=C1C2N=NN(CC(=O)N3N=C(c4ccccc4)CC3c3ccc([N+](=O)[O-])cc3)C2C(=O)N1c1ccccc1 (centres undefined)	-5	-0.1	0.3	-5.7	x	0	x	-2	-0.9	6	1
Clc1ccc(-c2nnc(SCc3cn4ccsc4n3)n2CC2CCCO2)cc1 (centres undefined)	4	-0.6	-0.1	-2.2	0.8	-3	-0.6	2	-0.4	9	0
Nc1c(-c2ccccc2)nc2ncccn12	1	-1.3	0.4	2.2	x	-5	x	-28	-0.4	-10	-23
Cc1ccc(S(=O)(=O)NCCC(=O)N2CC(C)OC(C)C2)cc1C (centres undefined)	-5	0.2	2.7	-0.4	-0.7	5	-0.5	-1	-1.5	1	1
CCc1cccc(NC(=O)CCS(=O)(=O)c2ccc(Br)cc2)c1	-13	-0.5	-0.7	2.0	-0.1	-1	-0.2	-3	-1.6	-1	-1
COc1ccc(NC(=O)Cc2cccs2)cc1S(=O)(=O)N1CCCCC1	-10	0.8	1.3	2.9	-2.5	5	0.0	7	-0.2	13	4
Cc1cccc(S(=O)(=O)N2CCCc3ccccc32)c1	1	-0.1	-4.2	0.6	1.2	-1	0.4	-6	-1.2	3	9.6*
O=C(NN1CCCCC1)c1cccc2ccccc12	1	0.2	0.4	-1.9	-0.1	-3	0.0	-3	-1.4	9	2
Cc1ccc(C(=O)N/C(=C\c2ccc(-c3ccc(Cl)cc3)o2)C(=O)NCCCN(C)C)cc1	2	-0.1	-0.4	0.7	4.5	-14	x	-79	-1.2	-36	-60
Cc1noc(C)c1COc1ccc(C(=O)NCCc2ccc(F)cc2)cc1	-5	-0.1	-1.6	-1.9	0.7	0	0.2	-3	-1.4	-6	2
CC1=C(C(=O)OC(C)C)C(c2ccccc2)NC(=S)N1C (centres undefined)	15	-0.4	-0.4	-1.9	-2.5	0	-0.8	2	-1.6	-6	-2

Following part
structure	sPLA2-III inh	DAX1 inh-1	hcDAF-12 act	hgDAF-12 ag	GAA850 FXN act	ADAM17 inh	DAX1 inh-2	PLC-beta3 inh	ssDAF12 agonist	ADAM10 inh	PLCg1 inh
Cc1cc(S(=O)(=O)Nc2ccc(C(=O)N3CCN(C(=O)c4ccco4)CC3)cc2)ccc1F	-8	0.1	-1.4	-2.3	-1.1	3	-0.2	4	-1.3	3	11*
CC(/C=C/c1ccco1)=N\NC(=O)COc1ccc(C)c(C)c1	-7	-0.3	-0.1	0.5	0.5	-2	2.6	-8	-0.7	-3	-1
COc1cc(-c2ccc(NC(=O)NC3CC3)c(OC)c2)ccc1NC(=O)NC1CC1	7	0.1	-2.3	-8.3	x	-21	x	-12	-1.9	-30	-38
COc1ccccc1Oc1nc(-c2ccccc2)cc(C)c1S(C)(=O)=O	-5	-0.4	0.2	-0.2	0.9	7	-0.7	4	-1.3	17	9
CCCn1c(=N)n(CC(=O)C(C)(C)C)c2ccccc21	7	-0.8	-0.4	-0.9	1.4	1	1.4	-1	-1.3	1	1
CCC(=O)NC(NC(=S)Nc1ccc(S(N)(=O)=O)cc1)C(Cl)(Cl)Cl (centres undefined)	-2	0.2	0.2	3.0	0.2	0	0.5	2	-1.2	1	0
O=C1CCCC2=C1C(c1ccc(Cl)cc1)n1c(s/c(=C\c3ccc4ccncc4c3)c1=O)=N2 (centres undefined)	8	0.1	-0.2	3.4	1.9	-5	1.2	-16	-1.4	-7	-12
C[C@H](CO)N1C[C@H](C)[C@@H](CN(C)S(=O)(=O)c2ccccc2C#N)OCc2cn(nn2)CCCC1=O	8	1.7	-0.5	-1.2	0.2	-4	1.9	-3	-0.8	-16	-4
FC(F)(F)c1ccc(Cl)c(NC(=S)N/N=C/c2ccccc2C(F)(F)F)c1	-4	0.0	3.1	-0.4	1.1	-2	0.7	-2	-1.1	6	-2
O=C(O)C1Cc2ccccc2CN1C(=O)CCl (centres undefined)	-1	1.0	0.6	6.2	0.4	-4	1.0	-3	-0.7	-1	2
C=CCn1c(P(=O)(O)c2ccccc2)nc2ccccc21	2	0.6	1.3	-0.8	0.6	-1	-0.6	1	-0.6	8	2
COc1ccc([C@H]2CC(=O)C=C(/C=C/Cc3ccccc3)C2)cc1	-1	-0.7	-1.4	-2.7	4.1	0	-2.2	-6	-0.2	10	3
Cc1nc(CNC(=O)C2CCC(=O)N(Cc3cccc(F)c3)C2)sc1C (centres undefined)	1	-0.5	-1.6	0.0	1.1	-3	0.9	-11	-1.1	-2	0
NC(=O)C1CCCN(C(=O)NC2CCCCC2)C1 (centres undefined)	1	-0.7	0.8	1.9	1.5	-2	1.0	0	-1.0	2	2
Cc1cc2cc(CN(Cc3cccs3)C(c3nnnn3C(C)(C)C)C(C)C)c3nnnn3c2cc1C (centres undefined)	0	-0.1	1.4	-2.4	0.6	-5	1.4	0	-0.9	-4	-1
O=S(=O)(Nc1ccc2c(c1)OCCO2)c1cccc2nsnc12	-9	-3.1	-5.2	-12	-10.0	-1	-0.4	0	-2.7	2	3
CCN(CC(=O)Nc1c(F)cccc1F)C(=O)c1ccc(C#N)cc1	2	-0.1	2.4	-0.6	0.2	0	-0.9	-1	-1.3	-2	2
O=[N+]([O-])c1cc(-c2csc(NCCc3nc4cc(Cl)c(N5CCCCC5)cc4n3CCCO)n2)ccc1Cl	-20	-0.7	-1.1	-2.6	1.5	8	-1.1	-9	-1.4	10	-1
CC[C@H](C)[C@H](NC(N)=O)C(=O)OCC(=O)NCc1ccc(Cl)cc1	-3	0.7	-0.5	-2.1	0.7	-6	-0.8	-5	-0.8	-10	2
CCOc1ccccc1NCc1cc(=O)oc2cc(C)c(O)cc12	-6	0.2	-0.2	0.9	-0.7	-6	-0.3	-8	-1.4	-5	-5

Ordered by SMILES length (smallest number first): part of the list above
structure	sPLA2-III inh	DAX1 inh-1	hcDAF-12 act	hgDAF-12 ag	GAA850 FXN act	ADAM17 inh	DAX1 inh-2	PLC-beta3 inh	ssDAF12 agonist	ADAM10 inh	PLCg1 inh
CCOc1ccccc1NCc1cc(=O)oc2cc(C)c(O)cc12	-6	0.2	-0.2	0.9	-0.7	-6	-0.3	-8	-1.4	-5	-5
CCc1cccc(NC(=O)CCS(=O)(=O)c2ccc(Br)cc2)c1	-13	-0.5	-0.7	2.0	-0.1	-1	-0.2	-3	-1.6	-1	-1
COc1ccccc1N1CCN(CC(=O)Nc2c(C)n(C)n(-c3ccccc3)c2=O)CC1	3	0.5	-0.3	-2.4	1.7	-3	1.2	5	-1.0	10	4

(next part)
structure	sPLA2-III inh	DAX1 inh-1	hcDAF-12 act	hgDAF-12 ag	GAA850 FXN act	ADAM17 inh	DAX1 inh-2	PLC-beta3 inh	ssDAF12 agonist	ADAM10 inh	PLCg1 inh
O=C(Nc1ccc(Cl)cc1)Nc1cc(S(=O)(=O)N2CCOCC2)ccc1N1CCCC1	6	-0.4	1.3	-1.2	1.0	-2	0.1	-2	-1.2	-3	-1
Cc1cc(=O)oc2c3c(cc(OCC(=O)N[C@@H](C)C(=O)O)c12)OC(C)(C)CC3	15	0.1	1.0	2.4	2.6	i	0.7	i	-1.1	i	i
CCOC(=O)CC1C(=O)NCCN1C(=O)COc1ccc(Br)cc1C (centres undefined)	5	0.2	-0.3	-3.3	-0.5	-2	0.1	2	-0.9	2	2
OC[C@H]1OC(O)C[C@@H](O)[C@@H]1O (some centres undefined)	-1	0.7	-0.6	-2.5	0.7	-4	0.0	3	-1.3	6	2
COc1ccc(/C=C/C(=O)c2c(C)cc(C)[nH]c2=O)c2ccccc12	-13	-0.7	-2.0	-1.7	1.9	0	1.6	-48	-1.5	-4	-30
O=c1[nH]c(Cc2ccccc2)nc2scc(-c3ccccc3)c12	-1	0.1	-1.9	0.9	3.0	0	-0.1	1	-1.2	4	1
Cc1cc(C)n(-c2ccc(C(=O)OCC(=O)Nc3ccc([N+](=O)[O-])cc3)cc2)n1	2	-0.2	-0.7	-0.5	0.1	2	-0.2	2	-0.4	1	1
COc1ccc(/C=C/C2=NNC(=O)CC2)cc1	14	0.7	-0.3	14*	7.7*	2	-0.5	5	0.0	-14	8
Cc1nnc(C)n1N=Cc1ccc(Cl)c([N+](=O)[O-])c1	6	0.1	-0.1	-2.0	x	-2	x	4	-0.9	-4	2
CC(C)C(C(=O)Nc1nccs1)N1C(=O)c2ccccc2C1=O (centres undefined)	2	-0.2	-1.2	-0.8	-0.1	0	0.0	-1	-1.1	-4	0
Cc1sc2nc(CN(Cc3cccs3)C(=O)NC3CCCCC3)[nH]c(=O)c2c1C	-22	-1.1	-1.4	0.5	-1.5	2	-1.9	6	-1.3	3	5

High-throughput results as filed in PubChem BioAssay.
